# Compound activity deposited in PubChem by Johns Hopkins Ion Channel Center.
# Kir21 block – blocks the mouse Kir2.1 inward-rectifier potassium channel; P35561; HEK293-Kir2.1, FluxOR thallium flux fluorescence; stronger effect = lower value; B-score at 10 µM; 0.85% of 310,000 active;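 active = fluorescence ratio B-score at or below minus 3 SD of library scores, with starting-brightness B-score within 2 SD, cut at about -4.2 in these data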;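 also: channel flux triggered by added potassium and thallium sulfate stimulus; B-score of peak minus minimum fluorescence over baseline after thallium stimulus; more negative B-score means stronger Kir2.1 block with less thallium influx; some compounds called inactive have numbers as strong as hits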
# KCNQ2 inh – KCNQ2 channel blockers in CHO-K1 cells – cell-based, FluxOR thallium flux, B-score, primary screen (AID 2156); O88943; 20 min; stronger effect = lower value; B-score at 10 µM; 1.1% of 310,000 active;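 active = fluorescence ratio B-score at most minus 3 library SDs, with starting brightness B-score within 2 library SDs, cut at about -5.5 in these data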
# Target sequence (O88943 whole entry, looked up): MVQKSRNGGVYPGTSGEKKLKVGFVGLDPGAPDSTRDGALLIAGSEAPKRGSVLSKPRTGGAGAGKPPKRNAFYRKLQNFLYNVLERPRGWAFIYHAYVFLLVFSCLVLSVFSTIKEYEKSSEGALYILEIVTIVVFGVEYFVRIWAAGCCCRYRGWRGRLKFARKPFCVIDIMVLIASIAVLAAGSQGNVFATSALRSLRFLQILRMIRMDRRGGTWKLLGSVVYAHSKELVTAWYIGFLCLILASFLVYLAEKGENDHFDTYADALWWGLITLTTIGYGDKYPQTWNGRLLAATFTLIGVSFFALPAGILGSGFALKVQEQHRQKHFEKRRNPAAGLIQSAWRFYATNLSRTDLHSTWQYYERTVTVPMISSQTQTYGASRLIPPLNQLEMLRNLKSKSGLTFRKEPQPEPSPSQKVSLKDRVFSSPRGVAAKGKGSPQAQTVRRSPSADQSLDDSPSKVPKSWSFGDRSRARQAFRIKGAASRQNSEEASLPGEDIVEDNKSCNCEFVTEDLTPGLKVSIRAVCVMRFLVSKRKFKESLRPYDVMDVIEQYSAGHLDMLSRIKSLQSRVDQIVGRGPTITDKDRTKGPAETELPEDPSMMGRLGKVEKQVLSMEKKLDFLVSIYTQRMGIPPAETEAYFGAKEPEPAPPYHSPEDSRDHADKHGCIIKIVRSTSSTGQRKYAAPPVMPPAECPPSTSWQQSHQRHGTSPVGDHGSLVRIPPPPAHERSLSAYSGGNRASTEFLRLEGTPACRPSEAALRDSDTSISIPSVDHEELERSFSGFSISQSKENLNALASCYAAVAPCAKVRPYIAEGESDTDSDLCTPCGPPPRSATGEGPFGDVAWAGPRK
# The depositor's hits bear a star; i = inactive.
KCNQ2 inh,Kir21 block,SMILES
i,-1.1,CC1=C(C(=O)N2CCOCC2)C(c2c(C)cc(C)cc2C)NC(=S)N1 (stereo unspecified)
i,2.9,CN(C(=O)c1ccco1)c1nnc(-c2ccc(F)cc2)s1
i,2,CCN1CCN(c2ccc(NC(=O)c3ccccc3F)cc2Cl)CC1
i,2,Cn1c(SCC(=O)Nc2ccccc2Cl)nnc1C1CC1
i,1.7,O=C(O)CC1(CC(=O)N2CCN(CCO)CC2)CCCC1
i,-2.3,Cc1ccc(CNC(=O)c2cc3c(=O)n(C)c4ccccc4c3n2C)cc1
i,0.1,Cc1ccc(C(=O)Oc2cccc(-n3cnnn3)c2)cc1
i,0.2,O=C(NNC(=O)c1cccs1)c1ccc(Cl)cc1
i,1.5,CCCN1CCC(NC(=S)Nc2ccc(C(=O)OCC)cc2)CC1
i,-0.24,CN(C)c1cc[n+](CC(=O)Nc2ccc(OC(F)F)cc2)cc1
i,-1.7,COc1cc(COc2ccc3c(C)c(Cc4ccccc4)c(=O)oc3c2C)cc(OC)c1OC
i,-0.59,Cc1ccc(-n2nnnc2CSc2nnc(-c3ccc(O)cc3)o2)cc1
i,-0.06,CCOC(=O)N1CCN(C(=O)c2cc(COc3ccc(OC)cc3Cl)on2)CC1
i,-0.39,COc1ccccc1CCC(=O)Nc1nc2ccccc2[nH]1
i,-0.86,Cc1ccc(/C=N/c2sc3c(c2C#N)CCCCC3)o1
i,-1.1,COc1cccc(-n2c(=O)c3sccc3n(CC(=O)NCC3CCCO3)c2=O)c1 (stereo unspecified)
i,0.01,Cn1cc([N+](=O)[O-])c(C(=O)n2cccn2)n1
i,0.12,COc1ccc(NC(=O)Cc2c(O)c3ccccc3[nH]c2=O)cc1
i,1,CCN1CCN(S(=O)(=O)c2cc(C)c(OC)cc2C)CC1
i,0.08,CCc1cccc(C)c1NC(=O)C1CCN(C(=O)c2ccc([N+](=O)[O-])cc2)CC1
i,1.5,CCOc1ccc(-n2c(=S)sc3c(=O)[nH]c(SCC(=O)C(C)(C)C)nc32)cc1
i,1.8,CN(CC1CCCN(CCc2cccc(C(F)(F)F)c2)C1)C(=O)c1ccc2nc[nH]c2c1 (stereo unspecified)
i,-0.28,CC(C)(C)NC(=O)CSC(=Nc1ccc(F)cc1)NC#N
i,-0.15,CC(C)N(C)C(=O)CCc1nnc(CCc2c[nH]c3ccccc23)o1
i,0.98,COc1cc(/C=C(\CC(=O)O)c2nc3ccccc3s2)cc(OC)c1O
i,0.14,COc1cccc(N(C(=O)C2COc3ccccc3O2)C(C(=O)NC2CCCCC2)c2ccc(O)cc2)c1 (stereo unspecified)
i,-0.04,COc1ccc(C(C)NC(=O)c2ccccc2)cc1 (stereo unspecified)
i,2.5,COCc1ccc(CN2CCC(C(=O)Nc3cccc(-c4cscn4)c3)CC2)o1
i,-2.7,Cc1ccc(CN2CCN(C3CCOCC3)CC2CCO)cc1 (stereo unspecified)
i,1.3,CCCCn1c(N)c(N(CC(C)C)C(=O)c2ccc(S(=O)(=O)N(CC)c3ccccc3)cc2)c(=O)[nH]c1=O

KCNQ2 inh,Kir21 block,SMILES
i,-1.6,CCN(CC)CCOc1nnc(-c2ccc(C)cc2)c2ccccc12
i,1.4,CC(NC(=O)c1cn(C)c2ccc(S(=O)(=O)N3CCCC3)cc2c1=O)c1ccccc1 (stereo unspecified)
i,0.69,Cc1cccc(C2=NNC(=O)C(c3ccc(Cl)cc3)C2)c1 (stereo unspecified)
i,-0.88,CC(Cc1cccs1)N(Cc1ccc(Cl)cc1)C(=O)c1ccncc1 (stereo unspecified)
i,-0.37,C=CCn1c(SCC(=O)Nc2ccc(S(N)(=O)=O)cc2)nnc1-c1cnccn1
i,0.86,O=C(NNC1=NS(=O)(=O)c2ccccc21)c1ccccc1
i,1.3,Nc1nonc1-n1nnc(C(=O)N/N=C/c2ccccc2F)c1-c1cccs1
i,0.27,COc1cc(NC(=O)c2ccco2)c(C(=O)OCC(=O)c2c[nH]c3ccccc23)cc1OC
i,-0.01,Cc1ccc(OCC(=O)c2cc(C)c(C)cc2C)c([N+](=O)[O-])n1
i,0.1,O=C(c1cccc(C(F)(F)F)c1)N1CCC2(CC1)NCCc1[nH]cnc12
i,-1.1,Fc1ccccc1CSc1nnnn1-c1ccc2c(c1)OCO2
i,0.9,O=C(O)c1ccccc1C(=O)Nc1ccc(-n2nc(C(F)(F)F)cc2C(F)(F)F)cc1
i,-0.34,NC(=O)COc1ncnc2scc(-c3ccc(F)cc3)c12
i,-0.34,COC(=O)c1ccccc1NC(=O)Cn1cnc([N+](=O)[O-])c1
i,0.63,COc1ccc(NS(=O)(=O)c2c(C)[nH]c(=O)[nH]c2=O)cc1OC
i,-0.11,COC(=O)c1c(Sc2ccccc2)c2ccccc2n1C
i,0.4,COc1ccc(NC(=O)NCCN2CCN(c3ccc(C)cc3)CC2)c(Cl)c1
i,2,CCOC(=O)C1=NN(c2ccccc2C)C2=NC(C)=C(C(=O)OC)C(c3cccc(OC)c3)N12 (stereo unspecified)
i,-3.6,CCOC(=O)c1c(C)[nH]c(C)c1S(=O)(=O)NCCc1ccc(SC)cc1
i,0.04,Cc1ccc(-n2c3c(c(=O)[nH]c2=O)C(C(F)(F)F)(C(F)(F)F)NC(=O)N3)cc1
i,1.1,Cc1ccccc1-c1nc2sc3c(c2c(=O)n1N)CCCC3
i,-1.6,COc1ccc(C)cc1NC(=O)C(CCS(C)(=O)=O)NC(C)=O (stereo unspecified)
i,1.6,O=C1CCN(c2ncccc2[N+](=O)[O-])CC1
i,0.17,O=C1CC(c2cc([N+](=O)[O-])ccc2Cl)c2c(ccc3ccccc23)N1 (stereo unspecified)
i,0.88,C/C=C(\C)c1nnc(NC(=O)C(C)C)s1
i,-2.2,CC(=O)c1cccc(N(C(=O)c2ccco2)C(C(=O)NC2CCCCC2)c2ccc(C)o2)c1 (stereo unspecified)
i,0.43,CN1C(=O)c2ccccc2C(C(=O)O)C1c1cccc(F)c1 (stereo unspecified)
i,-0.7,Cc1ccc(N(CC(O)CN2CCCCC2)S(=O)(=O)c2ccc(C)cc2)cc1 (stereo unspecified)
i,0.06,NC(=O)C1CCN(c2ccc(S(=O)(=O)N3CCCCC3)cn2)CC1
i,-0.07,O=C(CON=C1c2ccccc2-c2ccccc21)NC12CC3CC(CC(C3)C1)C2

# For convenience, some entries already given:
KCNQ2 inh,Kir21 block,SMILES
i,1.3,Nc1nonc1-n1nnc(C(=O)N/N=C/c2ccccc2F)c1-c1cccs1
i,0.27,COc1cc(NC(=O)c2ccco2)c(C(=O)OCC(=O)c2c[nH]c3ccccc23)cc1OC
i,-0.01,Cc1ccc(OCC(=O)c2cc(C)c(C)cc2C)c([N+](=O)[O-])n1
i,0.1,O=C(c1cccc(C(F)(F)F)c1)N1CCC2(CC1)NCCc1[nH]cnc12
i,-1.1,Fc1ccccc1CSc1nnnn1-c1ccc2c(c1)OCO2
i,0.9,O=C(O)c1ccccc1C(=O)Nc1ccc(-n2nc(C(F)(F)F)cc2C(F)(F)F)cc1
i,-0.34,NC(=O)COc1ncnc2scc(-c3ccc(F)cc3)c12
i,-0.34,COC(=O)c1ccccc1NC(=O)Cn1cnc([N+](=O)[O-])c1
i,0.63,COc1ccc(NS(=O)(=O)c2c(C)[nH]c(=O)[nH]c2=O)cc1OC
i,-0.11,COC(=O)c1c(Sc2ccccc2)c2ccccc2n1C
i,0.4,COc1ccc(NC(=O)NCCN2CCN(c3ccc(C)cc3)CC2)c(Cl)c1
i,2,CCOC(=O)C1=NN(c2ccccc2C)C2=NC(C)=C(C(=O)OC)C(c3cccc(OC)c3)N12 (stereo unspecified)
i,-3.6,CCOC(=O)c1c(C)[nH]c(C)c1S(=O)(=O)NCCc1ccc(SC)cc1
i,0.04,Cc1ccc(-n2c3c(c(=O)[nH]c2=O)C(C(F)(F)F)(C(F)(F)F)NC(=O)N3)cc1
i,1.1,Cc1ccccc1-c1nc2sc3c(c2c(=O)n1N)CCCC3
i,-1.6,COc1ccc(C)cc1NC(=O)C(CCS(C)(=O)=O)NC(C)=O (stereo unspecified)

# Following part.
KCNQ2 inh,Kir21 block,SMILES
i,-0.37,C(=N\Nc1nncc2ccccc12)/c1ccccc1
i,0.54,CN1CCCCCC1C(=O)N1CCC(N2CCC(C(=O)N3CCOCC3)CC2)CC1 (stereo unspecified)
i,-0.6,COc1ccc(-c2nc(N)n[nH]2)cc1
i,0.07,CCOC(=O)CSC1=C(C#N)C(=O)NC(c2ccc(OC)cc2)S1 (stereo unspecified)
i,0.57,Cc1ccc(-n2c(CNc3ccc(C)c(Cl)c3)n[nH]c2=S)cc1
i,1.1,CCOC(=O)N1CCC(N(CCOC)C(=O)Nc2ccc(CC)cc2)CC1
i,-0.14,O=C(NCCN1CCOC1=O)C1CCC(=O)N(CCc2ccc(Cl)cc2)C1 (stereo unspecified)
i,-1.9,O=C(Oc1ccccc1N1C(=O)CCC1=O)c1ccco1
i,-3.4,CC1(C)C(=O)C2(CCCCC2)C(=O)OC1c1ccc(O)cc1 (stereo unspecified)
i,0.02,CC(=O)c1cccc(N(C(=O)CNC(=O)c2ccco2)C(C(=O)NC2CCCC2)c2ccco2)c1 (stereo unspecified)
i,1.6,Cc1ccc(OCCC(=O)OCC(=O)Nc2ccc3c(c2)OCO3)cc1
i,-0.29,Cc1cc(C)nc(NC(=O)c2ccc(C)o2)n1
i,1.1,O=S(=O)(Nc1n[nH]c(C(F)(F)F)n1)c1ccccc1
i,0.45,NC(=O)CC(NSc1ccccc1[N+](=O)[O-])C(=O)O (stereo unspecified)
i,0.59,COc1cc2c(cc1NC(C)=O)CCCC2
i,0.83,COc1cc(OC)cc(C(=O)N[C@H](C(=O)Nc2nc(-c3ccc(OC)c(OC)c3)cs2)C(C)C)c1
i,1.4,O=C(CNS(=O)(=O)c1cccc2nonc12)NCc1ccc(F)cc1
i,0.18,CC(C)CN(CC(C)C)S(=O)(=O)N1CCC(C(=O)NCc2ccccn2)CC1
i,-0.39,O=C(Nc1ccc(N2CCOCC2)c(F)c1)c1cccs1
i,-0.13,COCCCNS(=O)(=O)c1ccc2c(c1)CCN2C(C)=O
i,1.3,COc1cccc(C(=O)c2c[nH]c(C(=O)NCCCN(C)C)c2)c1
i,-0.84,COc1ccc(N2CCN(C(=O)CNC(=O)Cn3cnc4sc(C)c(C)c4c3=O)CC2)cc1
i,0.52,CCC(C)NS(=O)(=O)c1ccc(S(=O)(=O)N(CC(=O)Nc2ccccc2)Cc2ccco2)cc1 (stereo unspecified)
i,-0.37,CCNS(=O)(=O)c1ccc(NC(=O)c2ccccc2)cc1
i,1.8,COc1ccc(OC)c(S(=O)(=O)N2CCC(C(=O)Nc3cccc(C)c3)CC2)c1
i,-0.4,COCCSc1nnc(NC(=O)c2ccc(OC)c([N+](=O)[O-])c2)s1
i,0.11,COc1ccc(S(=O)(=O)N2C(=O)/C(=C3\SC(N)=NC3=O)c3ccccc32)cc1
i,-2.5,COc1ccccc1C1CC(c2ccccc2)Nc2ncnn21 (stereo unspecified)
i,-1.1,COc1cccc(CNC(=O)c2ccc(NC(=O)C3CCCO3)cc2)c1 (stereo unspecified)
i,-5.8*,COc1ccccc1C(CNC(=O)C(C)Oc1ccc(Br)cc1)N1CCCC1 (stereo unspecified)

KCNQ2 inh,Kir21 block,SMILES
i,-0.1,Cc1cc(C)nc(SC2CCCCC2NS(=O)(=O)c2ccc(Cl)cc2)n1 (stereo unspecified)
i,1.1,COC(=O)C1=C(CS(=O)(=O)c2ccc(Cl)cc2)NC(=O)NC1c1ccc(O)cc1 (stereo unspecified)
i,0.72,Cc1cccc(N2CCN(C(=O)c3cccc(N4C(=O)C5CC=CC(C)C5C4=O)c3)CC2)c1C (stereo unspecified)
i,0.04,COc1ccc(C(C(N)=O)c2ncc(C(F)(F)F)cc2Cl)cc1OC (stereo unspecified)
i,0.98,COc1cccc(C2(O)CCN(C(=O)C3CC3)CC2)c1
i,0.55,COc1ccc(-c2c(C#N)c(SCC(=O)Nc3ccccc3)nc3c2CCCC3)cc1
i,0.81,CC(/C=N/n1c(-c2ccco2)n[nH]c1=S)=C\c1ccccc1
i,-0.01,CCCNC(=O)CCC(NS(=O)(=O)c1ccc(C)cc1)C(=O)NCCC (stereo unspecified)
i,0.82,CCOc1ccc(NC(=O)CC(c2ccccc2)c2ccc(F)cc2)cc1 (stereo unspecified)
i,-2,CCC(=O)Nc1cc2nn(-c3ccc(C)cc3)nc2cc1C
i,1,Cc1ccc(S(=O)(=O)Nc2nc3ccccc3s2)cc1[N+](=O)[O-]
i,-0.19,COc1ccc(S(=O)(=O)NNC(=O)C(=O)NNc2ccccn2)cc1
i,1.9,Cc1nc2ccc(NC(=O)c3ccc(F)c(S(=O)(=O)N4CCOCC4)c3)cc2s1
i,-2.2,COc1ccc(C(=O)NC(C)CCc2ccccc2)c(OC)c1 (stereo unspecified)
i,1.4,CCC(=O)Nc1nnc(-c2ccccn2)o1
i,-0.16,CC(=O)N1CCN(S(=O)(=O)c2c(C)n(C)c(=O)n(C)c2=O)CC1
i,-0.64,OCCCc1nc2ccccc2n1Cc1ccccc1
i,-0.84,O=C(COc1ccccc1)NNC(=S)NC(=O)c1ccccc1
i,-0.92,c1csc(-c2nc(NCC3CCCO3)c3ccccc3n2)c1 (stereo unspecified)
i,-0.63,CCc1ccc(CNC(=O)C2CCCN(S(=O)(=O)N(CC)c3ccccc3)C2)cc1 (stereo unspecified)
i,-0.03,CC(C)CNC(=O)CSc1nnc(-c2ccc(Cl)cc2)n1N
i,-0.41,N/C(=N\c1nc(CSc2ccc(Cl)cc2)cc(=O)[nH]1)Nc1ccccc1C(F)(F)F
i,0.03,Cc1ccccc1C(=O)N1c2ccccc2OCC1C(C)(C)C (stereo unspecified)
i,2.2,Cc1ccc(C(=O)C2CCN(CC(=O)Nc3ccc4c(c3)OCCO4)CC2)cc1
i,-2.2,Cc1ccc(/C=C2\Oc3cc(OCC(=O)NN)ccc3C2=O)o1
i,-0.01,CC(C)CCN1C(=O)c2ccccc2C1C(=O)NCc1cccnc1 (stereo unspecified)
